CHRM5 agonist: agonists of human muscarinic M5 receptor (CHRM5); P08912; CHO-K1 hM5 cells, Fluo-8 calcium fluorescence; 0% DMSO wells, 100% maximal acetylcholine response; activation, % at 3 µM; actives 0.19% (n = 360,000);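 active = activation above the run's mean over test compounds plus 3 SD, cut at about 23% in these data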;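 also: signal is peak over basal fluorescence ratio across the kinetic read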
Target sequence (P08912 whole entry, looked up): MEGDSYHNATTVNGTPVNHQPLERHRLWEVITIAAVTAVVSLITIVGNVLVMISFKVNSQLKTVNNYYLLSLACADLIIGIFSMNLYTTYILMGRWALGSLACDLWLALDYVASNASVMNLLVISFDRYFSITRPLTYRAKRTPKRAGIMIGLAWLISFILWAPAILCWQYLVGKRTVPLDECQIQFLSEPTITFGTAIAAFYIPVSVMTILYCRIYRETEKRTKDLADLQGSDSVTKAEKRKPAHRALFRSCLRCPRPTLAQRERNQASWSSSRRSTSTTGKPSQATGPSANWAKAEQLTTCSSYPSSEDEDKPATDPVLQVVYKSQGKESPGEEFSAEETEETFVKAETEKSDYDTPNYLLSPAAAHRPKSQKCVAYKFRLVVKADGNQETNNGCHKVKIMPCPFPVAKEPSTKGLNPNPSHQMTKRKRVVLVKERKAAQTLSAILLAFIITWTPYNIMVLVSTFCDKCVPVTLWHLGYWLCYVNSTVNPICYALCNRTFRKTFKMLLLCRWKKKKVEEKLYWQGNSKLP
CRFR2-BP ag: CRF-BP/CRF-R2 complex agonism. activation, % at 13.2 µM. HEK293 CRF-R2/CRF-BP, calcium dye fluorescence (FLIPR); percent of saturating CRF peptide response. actives 0.46% (n = 350,000). AID 588473;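 active = activation of at least 50%, plus an integration ratio under a set limit after plate pattern correction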;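 also: plate controls were neutral control wells without compound for no effect and CRF at EC100 for full effect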
IDE inh: cellular human IDE inhibition. P14735. HEK cells, FAbetaB cleavage, fluorescence polarization. inhibition, % at 5.59 µM. actives 0.41% (n = 320,000). AID 434962;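 active = percent inhibition above the average of all tested compounds plus 3 SD, set per screening campaign, cut at about 16% in these data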;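 also: IDE supplied by intact live HEK cells; FP after avidin binding of uncleaved biotin substrate so inhibition keeps polarization high; 0% = DMSO wells and 100% = 60 µM reference IDE inhibitor Ii1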
M4 PAM: potentiates acetylcholine response at human M4 receptor. P08173. CHO-K1 hM4/Gqi5, Fluo-8 calcium fluorescence, ACh EC20; 0% = ACh EC20, 100% = maximal ACh. activation, % at 3 µM. actives 0.4% (n = 360,000). AID 624126;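 active = activation above its plate's cutoff, the mean activation of sample wells plus 3 SD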; also: some results filed as inactive read as strong as hits
Target sequence (P08173 whole entry, looked up): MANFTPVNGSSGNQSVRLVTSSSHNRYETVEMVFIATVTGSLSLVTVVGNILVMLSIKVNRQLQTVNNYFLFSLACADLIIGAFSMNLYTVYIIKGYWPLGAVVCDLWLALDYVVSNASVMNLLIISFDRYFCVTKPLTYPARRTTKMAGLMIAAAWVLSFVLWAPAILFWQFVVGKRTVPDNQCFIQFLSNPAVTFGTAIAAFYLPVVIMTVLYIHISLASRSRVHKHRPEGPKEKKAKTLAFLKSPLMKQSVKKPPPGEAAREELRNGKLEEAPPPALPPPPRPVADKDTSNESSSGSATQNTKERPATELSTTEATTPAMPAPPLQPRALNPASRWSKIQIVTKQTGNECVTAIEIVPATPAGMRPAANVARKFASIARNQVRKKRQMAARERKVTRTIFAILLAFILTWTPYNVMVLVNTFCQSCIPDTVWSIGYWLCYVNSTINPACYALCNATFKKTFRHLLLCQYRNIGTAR
M5 PAM: potentiates acetylcholine response at human M5 receptor; CHO-K1 hM5, Fluo-8 calcium, ACh EC20 PAM; 0% = ACh EC20, 100% = ACh EC100; AID 624038; actives 0.3% (n = 360,000); activation, % at 3 µM;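 active = activation above the run cutoff, the mean activation of all test compounds plus 3 SD, cut at about 18% in these data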
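Assay system – human M5 receptor in CHO-K1 cells · Read-out – % activation, ACh-normalized · Technique – Fluo-8 calcium fluorescence · Dosing – single-point, 3 µM nominal · Incubation – Fluo-8 loading 80 min at 37 °C plus 30 min room temperature · Repeats – singlicate, one well per test compound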
CRFBP-R2 block: CRF-BP/CRF-R2 complex antagonism. HEK293 CRF-R2/CRF-BP, CRF-induced calcium fluorescence. inhibition, % at 11.8 µM. actives 0.59% (n = 350,000). AID 588475;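 active = inhibition of the ligand-induced calcium signal above about 50% at the single tested concentration, limit read from the data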
CHRM4 agonist: CHRM4 agonism in calcium assay; P08173; CHO-K1 hM4/Gqi5, Fluo-8 calcium fluorescence; vehicle 0%, full acetylcholine response 100%; actives 0.14% (n = 360,000); AID 624127; activation, % at 3 µM;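 active = activation above the run mean over all test wells plus 3 SD, cut at about 32% in these data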;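 also: peak over basal fluorescence ratio per well then scaled between controls; 0% = DMSO wells and 100% = acetylcholine at EC100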
M5 antag: antagonists of human muscarinic M5 receptor (CHRM5) | P08912 | actives 0.59% (n = 360,000) | inhibition, % at 3 µM | CHO-hM5 cells, Fluo-8 calcium fluorescence, ACh EC80;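 active = inhibition above a per-plate cutoff, the mean of that plate's test compounds plus 3 SD, cut at about 27% in these data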;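 also: 0% = acetylcholine EC80 with DMSO and 100% = DMSO without agonist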
CHRM4 antagonist: blocks acetylcholine activation of human M4 receptor; CHO-hM4 cells, ACh EC80, Fluo-8 calcium fluorescence; actives 0.73% (n = 360,000); inhibition, % at 3 µM; AID 624125;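 active = inhibition above its plate's cutoff, the mean inhibition of sample wells plus 3 SD, cut at about 27% in these data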;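 also: 0% = acetylcholine EC80 with DMSO and 100% = DMSO without agonist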
Starred values were filed as active, the others as inactive; . = not tested or not shown.

SMILES	CHRM5 agonist	CRFR2-BP ag	IDE inh	M4 PAM	M5 PAM	CRFBP-R2 block	CHRM4 agonist	M5 antag	CHRM4 antagonist
CCOc1cc(CNCC(C)C)cc(Cl)c1OCc1ccccc1	-4	1.7	5	-6	0	-21	4	5	6
CCCCN(C(=O)CCCSc1nc2ccccc2[nH]1)c1c(N)n(Cc2ccccc2)c(=O)[nH]c1=O	-3	0.2	0	5	2	4	1	9	-4
CCOc1ccc(NC(=O)C(C)NC(=O)c2ccccc2Cl)cc1S(=O)(=O)N1CCCC1 (stereo not given)	2	2.3	2	1	-1	-4	4	-5	-9
O=C(CCc1ccccc1)NNC(=O)c1ccc(Cl)cc1	2	-2.2	-3	2	-6	2	0	13	-9
CC(C)(C)C(=O)CSc1ncnc2c1cnn2-c1ccccc1	3	-2.7	4	8	9	7	0	-11	-9
CC1CC(NS(=O)(=O)c2cccs2)CC(C)(C)C1 (stereo not given)	-1	-3.3	1	3	-8	-7	1	7	-1
Nc1cc(C(=O)OCC(=O)N2CCC(Cc3ccccc3)CC2)ccc1Cl	-4	-1.1	-3	4	7	8	0	13	3
COc1cccc(N2CCN(C(=O)c3nc4nc(C)cc(C)n4n3)CC2)c1	1	-1.9	1	0	-2	9	1	-2	5
CC1CN(S(=O)(=O)c2ccc(C(=O)N(CCCN(C)C)c3nc4c(Cl)cccc4s3)cc2)CC(C)O1 (stereo not given)	-8	-0.2	-3	-4	-7	0	1	16	7
CCN(CC)C(=O)C1CCN(c2ncnc3c2cnn3-c2ccc(C)cc2C)CC1	-1	-2.2	-3	-6	4	10	2	7	-3
Cc1noc(C)c1COC(=O)c1cccc(N(C)C)c1	-5	-1.0	4	-2	-9	10	2	17	-3
CCN(CC)C(=O)C1=C(C)N(Cc2ccc(C(C)(C)C)cc2)C(=O)C(CC(=O)NC2CC2)C1 (stereo not given)	1	-0.1	.	2	-2	-7	0	-7	-1

Twelve of these compounds, reformatted.
SMILES,CHRM5 agonist,CRFR2-BP ag,IDE inh,M4 PAM,M5 PAM,CRFBP-R2 block,CHRM4 agonist,M5 antag,CHRM4 antagonist
CCOc1cc(CNCC(C)C)cc(Cl)c1OCc1ccccc1,-4,1.7,5,-6,0,-21,4,5,6
CCCCN(C(=O)CCCSc1nc2ccccc2[nH]1)c1c(N)n(Cc2ccccc2)c(=O)[nH]c1=O,-3,0.2,0,5,2,4,1,9,-4
CCOc1ccc(NC(=O)C(C)NC(=O)c2ccccc2Cl)cc1S(=O)(=O)N1CCCC1 (stereo not given),2,2.3,2,1,-1,-4,4,-5,-9
O=C(CCc1ccccc1)NNC(=O)c1ccc(Cl)cc1,2,-2.2,-3,2,-6,2,0,13,-9
CC(C)(C)C(=O)CSc1ncnc2c1cnn2-c1ccccc1,3,-2.7,4,8,9,7,0,-11,-9
CC1CC(NS(=O)(=O)c2cccs2)CC(C)(C)C1 (stereo not given),-1,-3.3,1,3,-8,-7,1,7,-1
Nc1cc(C(=O)OCC(=O)N2CCC(Cc3ccccc3)CC2)ccc1Cl,-4,-1.1,-3,4,7,8,0,13,3
COc1cccc(N2CCN(C(=O)c3nc4nc(C)cc(C)n4n3)CC2)c1,1,-1.9,1,0,-2,9,1,-2,5
CC1CN(S(=O)(=O)c2ccc(C(=O)N(CCCN(C)C)c3nc4c(Cl)cccc4s3)cc2)CC(C)O1 (stereo not given),-8,-0.2,-3,-4,-7,0,1,16,7
CCN(CC)C(=O)C1CCN(c2ncnc3c2cnn3-c2ccc(C)cc2C)CC1,-1,-2.2,-3,-6,4,10,2,7,-3
Cc1noc(C)c1COC(=O)c1cccc(N(C)C)c1,-5,-1.0,4,-2,-9,10,2,17,-3
CCN(CC)C(=O)C1=C(C)N(Cc2ccc(C(C)(C)C)cc2)C(=O)C(CC(=O)NC2CC2)C1 (stereo not given),1,-0.1,.,2,-2,-7,0,-7,-1

(listing goes on)
SMILES	CHRM5 agonist	CRFR2-BP ag	IDE inh	M4 PAM	M5 PAM	CRFBP-R2 block	CHRM4 agonist	M5 antag	CHRM4 antagonist
O=C(Nc1nnc(SCc2ccccc2Cl)s1)C1COc2ccccc2O1 (stereo not given)	-6	0.0	-4	3	1	-40	1	-3	7
CC(=O)Nc1cccc(NC(=O)c2cc(-c3ccccn3)nc3ccc(Cl)cc23)c1	-3	0.8	2	4	-5	-9	3	-3	-5
O=c1c2ccccc2nc2n1CCCCC2	-12	0.8	4	-11	-8	-2	0	10	14
Cc1ccc(-n2nc(C)c3c2OC(N)=C(C#N)C3c2ccoc2)cc1 (stereo not given)	1	-0.1	-3	-3	4	-1	0	-9	8
COc1cc(NC(=O)C(=O)NNC(=O)C2CCCCC2)c(OC)cc1Cl	3	11	6	15	2	10	0	2	-3
CCOC(=O)c1[nH]c2ccc(F)cc2c1NC(=O)C(C)N1CCc2cc(OC)c(OC)cc2C1 (stereo not given)	-3	-2.3	3	-8	-3	-42	7	4	8
CCOC(=O)c1cc(C(=O)OCC)c(=O)[nH]c1N1CCCC1	0	0.2	0	4	5	-6	0	-3	-3
Clc1ccc(Cn2nnc3ccccc32)cc1	-6	-4.8	1	4	4	0	0	-4	-7
O=C(Nc1cccc(S(=O)(=O)NC2=NCCC2)c1)c1c(F)cccc1Cl	2	2.7	3	-5	-5	13	2	8	12
C/C(=N\NC(=O)c1sccc1C)c1ccncc1	-5	-1.1	0	-2	-4	5	1	8	1
Cc1cc(=O)[nH]c(N2CCN(Cc3ccccc3)CC2)n1	1	-0.6	-4	13	2	-1	0	0	4
O=CN1CCN(C2CC(=O)N(c3ccc(Br)cc3)C2=O)CC1 (stereo not given)	-2	0.5	3	11	2	-7	0	-3	-7
CCc1nc2c(OCc3ccccc3)cccn2c1N(C)C(=O)c1ccc(OC)cc1	-2	.	.	0	0	.	1	8	-4
Cc1ccc(CNC(=O)C2CCC(CNS(=O)(=O)c3cccs3)CC2)cc1 (stereo not given)	-1	2.5	0	-3	-4	-2	3	13	-13
CCNc1nc(NCC)n2c(SCC(=O)Nc3ccc(OC)c(OC)c3)nnc2n1	4	0.3	8	-1	-1	5	1	-3	-12
CC(=O)N(CCCc1ccc(C(C)(C)C)cc1)CCCN(C)C	-3	1.1	5	-3	2	9	3	-1	0
CSc1cccc(NC(=S)N(CCN(C)C)C(C)c2ccccn2)c1 (stereo not given)	-1	0.2	-2	16	-6	13	7	3	33*
Cn1c(SCC(=O)NC2CC2)nnc1C(F)(F)F	2	-2.6	0	6	5	3	1	7	0
C/C=C/C(=O)Nc1cccc(C2=NOC3(C2)C[C@H](C(N)=O)N(C(=O)/C=C/C)C3)c1 (stereo not given in full)	1	0.1	0	1	-11	3	2	18	-4
Cc1ccc(Cc2c(-c3ccc(Cl)cc3)nc3ccc(Cl)cn23)cc1	-1	3.9	.	-3	2	-8	-1	-12	6
CC(C)n1c(O)c(N=Nc2ccc(Cl)nn2)c2ccccc21	-1	2.8	-4	0	-3	22	1	1	12
COc1ccc(Cl)cc1NC(=O)CN(C)C(=O)c1ccc(-n2cncn2)cc1	9	-2.8	2	0	4	-1	4	-18	-9
O=c1cc(N2CCC3(CC2)OCCO3)[nH]c(=O)n1-c1ccc(Cl)cc1	-3	4.5	0	8	-3	-33	1	13	-2
CCC(=O)c1ccc(OCC(=O)NC2CCN(Cc3ccccc3)CC2)cc1	-8	0.2	3	1	8	3	0	0	0
Cc1ccc(-c2csc(NC(=S)NC(=O)c3cc4ccccc4o3)n2)cc1	1	-1.8	-3	-3	-6	26	0	12	-2
COc1cc2c(cc1OC)CN(C(=O)COc1ccccc1[N+](=O)[O-])CC2	0	0.1	3	-5	-5	5	2	7	0
Cc1cc(NS(=O)(=O)c2ccc(NC(=O)CCSc3ccc(F)cc3)cc2)nc(C)n1	3	3.5	1	-2	-8	2	0	2	-16
COC(=O)c1ccc(C(c2c(C)[nH][nH]c2=O)c2c(C)[nH][nH]c2=O)cc1	-2	0.7	-3	-6	-3	2	10	12	2
COc1ccc(C(=O)Nc2ccc(C3(C#N)CCCC3)cc2)cc1	-2	-1.4	-2	9	2	-26	0	2	-1
COc1cc(F)c(C2=CC(=O)C[C@H](c3ccc(F)cc3)C2)cc1F	-2	1.2	0	-1	0	0	0	7	-1
O=[N+]([O-])c1cc2c(cc1[N+](=O)[O-])OCCOCCOCCOCCO2	-4	-4.1	-2	3	-5	5	1	11	1
Fc1ccccc1N1CCN(c2cnc3ccccc3n2)CC1	0	3.6	1	-4	-1	2	1	-1	-8
O=C(C1=C[C@H](c2ccc3c(c2)OCO3)C[C@H](OCCCCO)O1)N1CCN(Cc2ccccc2)CC1	-5	0.1	6	4	4	2	2	-3	-11
COc1ccc(CCNC(=O)CSc2nnc3ccc(-c4cccnc4)nn23)cc1OC	0	3.3	-3	21	7	-2	2	1	5
Cc1ccc(NC(=S)NC(NC(=O)c2ccco2)C(Cl)(Cl)Cl)cc1 (stereo not given)	11	-0.4	8	0	-1	-14	7	-2	-6
COc1ccc(S(=O)(=O)Nc2ccccc2C)cc1	-9	-1.3	3	10	14	-2	1	-3	-12
CCCCn1c(SCC(=O)N2CCCCC2)nc2cc(S(N)(=O)=O)ccc21	0	-16	1	-9	4	33	0	-3	17
COc1ccc(C(=O)NCCc2ccccn2)cc1S(=O)(=O)Nc1ccc(Br)cc1	4	-3.9	2	4	0	-13	8	-2	2
COc1ccc(CCN(C)C(=O)CSc2nnnn2C)cc1OC	-3	-0.8	-5	-6	6	6	1	0	-3
O=C(O)CCCCCNC(=O)CSc1nnc(-c2ccco2)n1-c1ccccc1	-1	-1.0	0	-6	-1	15	2	2	-5
CSc1ccc(C(=O)C2CCCN(S(=O)(=O)N(C)C)C2)cc1 (stereo not given)	2	-1.0	-1	1	0	-3	3	7	-2
CCCn1c(=O)c2ccccc2n2c(SCc3c(C(=O)OCC)oc4ccccc34)nnc12	0	0.3	3	1	4	4	1	-4	4
CCOC(=O)C1CCCN(CC(=O)Nc2nccs2)C1 (stereo not given)	-4	0.5	3	1	-11	4	0	10	-3
CC(=O)c1c(N(C)C)ccnc1C(F)(F)F	2	0.5	3	-10	1	9	1	-2	15

Assay outcomes as filed in PubChem BioAssay.
